Screening results (PubChem)
POLI inh = blocks human DNA polymerase iota activity; 390,000 tested, 1% active; AID 588590; Potency, µM (top dose mostly 115 µM), inactives show at the top dose activity, negative = inhibition, usual class: inhibitors; Pol iota fluorescent replication assay, 10 min; Q9UNA4; note: potency is the fitted concentration of half-maximal effect
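Pol iota at 10 nM preincubated 15 min with compounds at room temperature; reaction started with fluorescent substrate, 50 nM final. Fluorescence read kinetically at 0 and 10 min; buffer-only wells as negative control.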
Anesthetic bind = candidate novel general anesthetic via apoferritin binding | P02791 | apoferritin/1-aminoanthracene competitive binding, fluorescence | Potency, µM (series often up to 77.5 µM), without a hit: top-dose activity change, negative = displacement, most hits filed as inhibitors | 350,000 tested, 0.074% active | AID 485281; note: potency is the fitted concentration of half-maximal effect; % is set by controls: 0 for no effect and ±100 for the full control effect; nearly all actives have a fitted effect of over 20% in size
Target sequence (P02791 2-175 limits assumed): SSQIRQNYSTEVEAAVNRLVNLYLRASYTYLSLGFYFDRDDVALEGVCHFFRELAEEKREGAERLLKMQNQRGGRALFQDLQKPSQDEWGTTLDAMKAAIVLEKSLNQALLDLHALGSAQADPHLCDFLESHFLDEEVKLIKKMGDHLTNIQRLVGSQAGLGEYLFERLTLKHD
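Steps: apoferritin (10 uM) was premixed with half-saturated 1-AMA in PBS, compounds were pin-transferred, plates stood 10 min at room temperature, fluorescence was read at 380/535 nm, and curves were fitted with a Hill equation.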
APE1 inh = inhibitors of human APE1 endonuclease | P27695 | recombinant APE1, TAMRA/BHQ-2 abasic DNA cleavage fluorescence | Potency, µM (highest dose often 65.8 µM), without a hit: at the highest dose activity change, negative = inhibition, actives largely listed as inhibitors | 350,000 tested, 0.35% active | AID 2517;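 note: potency is the fitted concentration of half-maximal effect; plate controls were vehicle for no effect and reference inhibitor for full effect; nearly all actives have a fitted effect of over 55% in size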
Target sequence (P27695 whole entry, looked up): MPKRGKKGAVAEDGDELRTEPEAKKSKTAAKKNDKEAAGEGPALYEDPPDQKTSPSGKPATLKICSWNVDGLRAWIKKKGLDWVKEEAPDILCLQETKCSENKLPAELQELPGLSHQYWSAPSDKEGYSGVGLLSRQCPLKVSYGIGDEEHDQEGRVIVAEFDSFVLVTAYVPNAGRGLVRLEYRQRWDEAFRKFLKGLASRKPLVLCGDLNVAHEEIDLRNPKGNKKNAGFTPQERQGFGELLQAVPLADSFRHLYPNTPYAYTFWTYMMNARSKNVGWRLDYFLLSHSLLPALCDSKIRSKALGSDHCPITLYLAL
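Activity was derived from the fluorescence gain between first and third kinetic reads (60 s intervals, ex 525/em 598 nm) after 50 nM THF-abasic TAMRA/BHQ-2 duplex was added to 0.75 nM APE1 preincubated 15 min with compound.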
POLK inh = blocks human DNA polymerase kappa activity | Q9UBT6 | purified Pol kappa, fluorescent DNA synthesis assay, 10 min | Potency, µM (titrated, usually from 107 µM), inactives show top-dose activity, negative = inhibition, hits mostly inhibitors | 400,000 tested, 0.53% active; note: potency is the fitted concentration of half-maximal effect; % is set by controls: 0 for no effect and ±100 for the full control effect
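Readout: fluorescence, taken kinetically at 0 and 10 min. Conditions: 10 nM Pol kappa, 15 min RT compound preincubation, 50 nM substrate final. Controls: enzyme-free buffer wells.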
GRP78 ERSR act = ER stress response induction in glioma; U87-MG GRP78 promoter luciferase reporter, 16 h; Potency, µM, for the others: at the highest dose activation, most hits filed as activators; 420,000 tested, 0.02% active; AID 602332; note: potency is the fitted concentration of half-maximal effect; series mostly up to about 76 µM; % of control where 0% means no effect; nearly all actives have a fitted effect of over 35% in size
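Stably transfected U87-MG glioma cells carrying a GRP78-based luciferase sensor; 16 h compound incubation. Luminescence end-point read 10 min after Bright-Glo addition at room temperature.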
Pol eta inh = blocks human DNA polymerase eta activity; recombinant Pol eta, fluorescent DNA replication assay; Q9Y253; Potency, µM (series often up to 114 µM), for inactives: top-dose activity change, negative = inhibition, hits mostly inhibitors; AID 588591; 390,000 tested, 1.2% active; note: potency is the fitted concentration of half-maximal effect; % is set by controls: 0 for no effect and ±100 for the full control effect
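Pol eta (10 nM) was preincubated with compounds for 15 min at room temperature, after which fluorescent replication substrate (50 nM final) was added to start the reaction. Fluorescence was read kinetically at 0 and 10 min.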
Pol beta inh = blocks human DNA polymerase beta activity. P06746. Pol beta primer extension/strand displacement, fluorescence kinetic. Potency, µM (top dose mostly 114 µM), for the others: at the highest dose activity change, negative = inhibition, most hits filed as inhibitors. 340,000 tested, 1.3% active; note: potency is the fitted concentration of half-maximal effect; % is set by controls: 0 for no effect and ±100 for the full control effect
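Preincubation: enzyme (10 nM) with compound, 15 min, RT. Reaction: substrate added to 50 nM final. Reads: 0 and 10 min. Analysis: normalized, Hill fit.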
LDHA inh = LDHA (human) enzyme inhibition | 480,000 tested, 0.15% active | activity change, % (values are at about 110 or 230 µM) | AID 1347041 | purified LDHA, NADH/diaphorase-resazurin fluorescence; active compounds read low; in the data active = activity change below about -30%; inconclusive = mostly about -25% to -30%;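 note: plate controls were DMSO wells for no effect and wells without enzyme for full effect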
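Remaining NADH was detected by diaphorase (0.133 mg/mL) converting 37 µM resazurin to fluorescent resorufin, read at 0 and 20 minutes. The preceding 5-minute room-temperature reaction used 2 nM LDHA, 0.2 mM sodium pyruvate and 0.06 mM NADH at pH 7.4.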
BLM helicase inh = blocks DNA unwinding by human BLM helicase | P54132 | recombinant BLM DNA unwinding, fluorescence dequenching | Potency, µM (highest dose often 56.1 µM), for inactives: at the top dose activity change, negative = inhibition, most hits filed as inhibitors | 350,000 tested, 0.2% active | AID 2528;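 note: potency is the fitted concentration of half-maximal effect; plate controls were vehicle for no effect and no enzyme for full effect; nearly all actives have a fitted effect of over 35% in size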
Starred values were filed as active, the others as inactive; ? = inconclusive; / = no result given; & = joins results of further samples; [ ] = remark or other dose. Unless noted, calls come from the whole dose curve; as a rule, active = well fitted curve in the direction sought with a large enough effect; inconclusive = small, poorly fitted or top-dose-only effect, or another doubt; inactive = no such curve, though single readings can be large; an effect the other way counts as inactive or inconclusive.

SMILES	POLI inh	Anesthetic bind	APE1 inh	POLK inh	GRP78 ERSR act	Pol eta inh	Pol beta inh	LDHA inh	BLM helicase inh
COc1ccc(/C=N/O)cc1COc1ccc(NC(C)=O)cc1	2%	-12%	6%	-1%	-1%	1%	-6%	-9	2%
CCOC(=O)COc1c(OC)cc(Cl)cc1C1Nc2ccccc2C(=O)N1c1ccc(F)cc1 (stereo unspecified)	23%	48%[activator]	-1%	-11%	0%	-20%	-18%	-5	3%
Cc1ccccc1OCc1nnc2n1CC(C)S2 (stereo unspecified)	38%[activator]	7%	-4%	11%	-5%	-19%	5%	-7	3%
CCc1cccc(NC(=O)CSc2nncn3c2cc2sccc23)c1	13%	-6%	/	-11%	20%	-11%	18%	-23	0%
C/C(CCc1ccco1)=N\NC(=O)CNc1c(Br)cc(Br)cc1Br	86%[activator]	-20%	2%	-5%	-1%	-7%	85%	-1	-8%
Cc1[nH]c2ccccc2c1SCC(=O)N1CCC(C)CC1	5%	-13%	-2%	2%	-2%	-24%	-2%	3	3%
C[n+]1ccccc1/C=C/c1ccc([N+](=O)[O-])cc1	27%	7%	8%	3%	-1%	-25%	22%	-4	1%
Cc1ccc(NC(=O)c2cnc3sc(N4CCOCC4)nn3c2=O)cc1N(C)C	10%	-8%	/	11%	4%	-6%	41%	4	2%
Cc1ccn2c(=O)nc(SCC(=O)NCc3ccccc3)nc2c1	45µM*	/	-16%	-33%	-3%	22µM*	/	-2	/
Cc1ccc(NC(=O)c2cccc(NC3=NC4CS(=O)(=O)CC4S3)c2)cc1C (stereo unspecified)	3%	-24%	0%	-3%	-4%	-8%	-13%	-1	-2%
O=C1c2ccccc2C(=O)N1CCCc1nc2ccccc2c(=O)n1CCCn1ccnc1	8%	-13%	15%	-12%	-2%	?	19%	-15	3%
CCc1ccc(CNCc2ccc(OCC(O)CN(C)Cc3ccccc3)cc2)nc1 (stereo unspecified)	11%	-21%	6%	-7%	-3%	32%[activator]	15%	-4	-5%
C=CCN1C(=O)/C(=c2\sc3nc(=O)c(Cc4ccc(OC)c(OC)c4)nn3c2=O)c2ccccc21	?	-3%	-4%	-8%	-1%	-25%	2%	-2	0%
COc1ccccc1CNC(=O)C1CCN(S(=O)(=O)c2ccc3c(c2)CCCN3C(C)=O)CC1	8%	-2%	/	-7%[60.1 µM]	-2%	-23%	-2%	7	-1%
O=C(c1cc(COc2c(F)cccc2F)on1)N1CCC(c2ccncc2)CC1	187%[activator]	-8%	13%	-6%	0%	-16%	24%	-5	-1%
CCOc1ccc2nc(COC(=O)c3cccs3)c(C(=O)c3ccccc3)[n+]([O-])c2c1	2%	3%	2%	-7%	1%	-13%	2%	-6	-7%
O=C(NC1CCN(C(=O)Nc2cccc(Cl)c2)CC1)c1ccco1	70%[activator]	5%	38%	-5%	-5%	-17%	0%	-7	-1%
Cc1cccc(NS(=O)(=O)c2ccc3c(c2)CCC(=O)N3)c1	33%[activator]	-1%	-24%	2%	-4%&-2%	-1%	58%	-3&0&-11	0%
CC(C)N(C(=O)Cn1cc(SCC(=O)Nc2ccccc2C(F)(F)F)c2ccccc21)C(C)C	15%	2%	/	-18%	-5%	-13%	-6%	-6	2%
Clc1ccc2nc(-c3ccccc3)cn2c1	17%	-5%	22%	7%	-13%	-14%	-5%	-3	0%
COc1ccc(C(=O)C2CCCN(C(=O)COc3ccc(C(C)=O)cc3)C2)cc1F (stereo unspecified)	184%[activator]	-16%	0%	-4%	-4%	-19%	13%	-1	1%
CC1CCN(c2c(NCC3CCC(C(=O)NCCC4=CCCCC4)CC3)c(=O)c2=O)CC1 (stereo unspecified)	61%[activator]	0%	4%	3%	-5%	-22%	3%	-3	0%
CCCN(Cc1nnc(-c2cccs2)o1)C(=O)CN1C(=O)NC2(CCCCC2)C1=O	12%	/	-10%	-6%	-3%	-5%	/	-2	/
Cc1ccc(NC(=S)N(CCN(C)C)Cc2cccs2)cc1C	118%[activator]	-13%	-4%	1%	-3%	-9%	36%	-3	-7%
COc1ccc(NC(=O)CS(=O)(=O)c2cn(CC(=O)N3CCCC3)c3ccccc23)c(OC)c1	24%	-8%	-10%	-6%	-1%	-10%	-1%	3	-1%
O=C(Nc1ccccc1)Nc1nc(-c2ccc(F)cc2)cs1	1%	-4%	-4%	2%	-2%	-12%	7%	-6	-3%
O=C1CCN(CCc2ccccc2)CCN1CCSc1ccc(Br)cc1	-15%&15%	-15%&-13%	13%&0%	-26%&7%	-4%&-4%	-18%	-20%	0	-4%&-5%
CCOC(=O)N1CCN(C(=O)CN(c2ccc3c(c2)OCO3)S(C)(=O)=O)CC1	-9%	5%	-1%	-5%	-2%	-1%	3%	2	1%
Cc1cc(C)c(NC(=O)CSc2nc(=O)n(Cc3ccco3)c3c2CCC3)c(C)c1	25%	-4%	/	-8%[60.1 µM]	1%	-14%	-3%	-8	2%
Cc1ccc(F)cc1NC(=O)CN1CCN(c2ccccn2)CC1	170%[activator]	-8%	3%	5%	-5%	-18%	-28%	-6	-7%
CCn1cc(-c2cc(C(=O)O)c3ccccc3n2)cn1	-7%	0%	-6%	4%	-4%	-8%	4%	1	1%
COc1ccccc1NC(=O)CSc1nnc(C2CCCCC2)n1N	?	?	-11%	-6%	-4%	5%	2%	-2	-2%
Cc1ccc(NC(=O)c2sc3ncnc(N(C)C4CCCCC4)c3c2C)c(C)c1	10%	-11%	/	-3%[60.1 µM]	-1%	-1%	2%	-6	-5%
CCCC(=O)Nc1nc2c(C)c(Cl)ccc2s1	-1%	-5%	12%	11%	-1%	-9%	-5%	-2	-3%
CCN(CCCNC(=O)CCn1c(=S)[nH]c2cc3c(cc2c1=O)OCO3)c1cccc(C)c1	17%	-5%	17%	0%	-6%	-6%	8%	0	0%
Cc1ccc(CNC(=O)C2CCC(CNc3c(N4CCC(C)CC4)c(=O)c3=O)CC2)cc1 (stereo unspecified)	0%	3%	-2%	5%	-4%	2%	16%	-2	-3%
CCC(CC)NC(=O)Nc1ccc(F)c(Cl)c1	13%	-19%	4%	-10%[60.1 µM]	2%	15%	-2%	-2	-6%
COc1ccc(Nc2oc(/C=C/c3cc(OC)c(OC)c(OC)c3)nc2C#N)cc1	-4%	126%[activator]	/	2%	6%	-2%	0%	-1	-3%
CN1CCN(c2ncnc3ccc(-c4cccc(NS(C)(=O)=O)c4)cc23)CC1	/	/	-4%	8%[60.1 µM]	-6%	/	/	/	39%[activator]
O=C(/C=C/c1cccc(Br)c1)N1CCN(c2cccc(C(F)(F)F)c2)CC1	-3%	-23%	-5%	-13%	0%	?	-26%	0	-14%
Cn1ccnc1-c1ccc(-c2nccn2C)cc1	21%	-1%	15%	-14%	-3%	-8%	1%	-4	-9%
CC/S(C)=N/S(=O)(=O)c1ccc(C)cc1 (stereo unspecified)	28%	0%	4%	-1%	-3%	-10%	-31%	-2	-13%
O=C(Nc1cccc(S(=O)(=O)C(F)F)c1)c1ccc(S(=O)(=O)N2CCCCC2)cc1	25%	-13%	-5%	-11%	-5%	2%	13%	-1	-8%
CCCOc1ccc(C2C(=O)N(C3CCCCC3)CC(=O)N2C2CC2)cc1OC (stereo unspecified)	24%	-14%	0%	-3%	-3%	-5%	-1%	5	0%
COc1cc(S(=O)(=O)N2CCN(Cc3ccc4c(c3)OCO4)CC2)c(C)cc1C	7%	-4%	-11%	0%	-5%	-28%	4%	-2	-10%
O=C(CN1C(=O)COc2ccccc21)N1CCCC1	15%	2%	19%	4%	-3%	-10%	1%	-2	-2%
O=C(NNC(=S)NC(=O)c1ccccc1[N+](=O)[O-])c1ccccc1[N+](=O)[O-]	-7%	1%	1%	-5%	-3%	2%	3%	-1	-11%
CC1(C)SC(=S)N(NC(=O)Nc2cccc3ccccc23)C1N(O)C(=O)Nc1ccccc1 (stereo unspecified)	-16%	-14%	-9%	-10%	-3%	-14%	-8%	4	-13%
O=C(N/N=C/c1cc(Br)ccc1O)c1ccncc1	2%	-5%	1%	6%	0%	-20%	32%	0	2%
CCN1C(=O)[C@H]2[C@H]3CN=C(SCc4ccc(C)cc4)N3[C@@](C)(C(=O)OC)[C@H]2C1=O	?	/	-8%	-5%	-1%	-3%	/	0	/

Continuation.
SMILES	POLI inh	Anesthetic bind	APE1 inh	POLK inh	GRP78 ERSR act	Pol eta inh	Pol beta inh	LDHA inh	BLM helicase inh
Cc1ccc(C(=O)N(Cc2ccco2)Cc2ccco2)cc1	13%	?	/	4%	-5%	-21%	7%	-4	1%
CC1=NN(c2ccccc2)C(=O)/C1=C/C=C/c1ccc(N(C)C)cc1	-4%	-15%	-5%	14%	-5%	-3%	1%	1	-9%
COc1ccc(N2CCN(c3n[nH]c(N)n3)CC2)cc1	29%	0%	-2%	8%	0%	-13%	-14%	-1	-5%
COc1ccc(C(=O)N2CC3(CC(c4cccc([N+](=O)[O-])c4)=NO3)C[C@H]2C(=O)NCC(N)=O)cc1 (stereo partly specified)	?	-12%	6%	-8%	-3%	-15%	19%	-1	-1%
CSc1nsc(SC)c1NC(=O)OCCc1ccccn1	-4%	-8%	-1%	-8%	1%	1%	28%	-1	-1%
Cc1[nH]c2ccccc2c1C(=O)NS(=O)(=O)Nc1ccc(Cl)cc1	35%[activator]	-8%	15%	-10%	-1%	-16%	34%[activator]	-5	-4%
COCCn1c(SCC(=O)NC(=O)Cc2ccccc2)nc2ccccc2c1=O	29%	/	19%	12%	-1%	3%	/	-3	/
CN1CCC(OC(c2ccccc2)c2ccc(Cl)cc2)C1 (stereo unspecified)	1%	/	/	-3%	-4%	-2%	/	-15	/

One compound at a time (already shown):
`Cc1ccccc1OCc1nnc2n1CC(C)S2` (stereo unspecified) in the list: POLI inh = 38%[activator]; Anesthetic bind = 7%; APE1 inh = -4%; POLK inh = 11%; GRP78 ERSR act = -5%; Pol eta inh = -19%; Pol beta inh = 5%; LDHA inh = -7; BLM helicase inh = 3%
`Cc1ccc(C(=O)N(Cc2ccco2)Cc2ccco2)cc1` in the list: POLI inh = 13%; Anesthetic bind = ?; APE1 inh = /; POLK inh = 4%; GRP78 ERSR act = -5%; Pol eta inh = -21%; Pol beta inh = 7%; LDHA inh = -4; BLM helicase inh = 1%

Only part of the results is shown; the hit share may differ from the screen's.
